High-throughput results deposited in PubChem BioAssay by Sanford-Burnham Center for Chemical Genomics.
tim10-1 inh = growth inhibitors of tim10-1 mutant yeast, primary screen, luminescence, uHTS | S. cerevisiae tim10-1 ts strain growth, BacTiter-Glo, 24 h | inhibition, % at 20 µM | 330,000 tested, 2.2% active;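 active = inhibition of at least 40%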;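 note: mutant grown at 25 °C; 0% = DMSO wells with yeast and 100% = wells holding no yeast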
CHOP UPR activ = activators of apoptotic CHOP UPR arm, primary screen, cell-based, CHO-CHOP luciferase reporter, luminescence, uHTS. UPR activation; percent of tunicamycin response over DMSO baseline. activation, % at 10 µM. 330,000 tested, 0.34% active;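 active = at 10 µM dose, activation of 40% or more, normalized to positive control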;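 note: 100% = tunicamycin at 10 µg/mL and 0% = DMSO alone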
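Test system: CHO-CHOP cells, stable luciferase reporter of PERK-eIF2a-CHOP signalling | Quantity: 500 CHO-CHOP cells per well | Buffer or medium: F12 plus 10% serum | Compound dosing: 10 µM single point, 0.5% DMSO | Schedule: 6 h compound treatment, 37 °C | Signal: Luciferase luminescence | Control set: Tunicamycin high control, DMSO low control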
Jurkat NFkB inh = inhibitors of induced NF-kB luciferase reporter, primary screen, TCR NF-kB activation inhibitor project, cell-based, luminescence, uHTS; Jurkat, PMA/ionomycin-induced NF-kB luciferase reporter; inhibition, % at 4 µM; 330,000 tested, 0.53% active; in the data active = inhibition above about 50%
Mdm2-MdmX inh = inhibitors of human Mdm2-MdmX association, primary screen, cell-based, luminescence, split luciferase, SaOS-2, uHTS; SaOS-2 split-luciferase Mdm2/MdmX complementation; 330,000 tested, 3% active; inhibition, % at 8 µM; AID 485346, 2010;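 active = inhibition of at least 50% at 8 µM in the primary screen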
Target sequence (O15151 whole entry, looked up): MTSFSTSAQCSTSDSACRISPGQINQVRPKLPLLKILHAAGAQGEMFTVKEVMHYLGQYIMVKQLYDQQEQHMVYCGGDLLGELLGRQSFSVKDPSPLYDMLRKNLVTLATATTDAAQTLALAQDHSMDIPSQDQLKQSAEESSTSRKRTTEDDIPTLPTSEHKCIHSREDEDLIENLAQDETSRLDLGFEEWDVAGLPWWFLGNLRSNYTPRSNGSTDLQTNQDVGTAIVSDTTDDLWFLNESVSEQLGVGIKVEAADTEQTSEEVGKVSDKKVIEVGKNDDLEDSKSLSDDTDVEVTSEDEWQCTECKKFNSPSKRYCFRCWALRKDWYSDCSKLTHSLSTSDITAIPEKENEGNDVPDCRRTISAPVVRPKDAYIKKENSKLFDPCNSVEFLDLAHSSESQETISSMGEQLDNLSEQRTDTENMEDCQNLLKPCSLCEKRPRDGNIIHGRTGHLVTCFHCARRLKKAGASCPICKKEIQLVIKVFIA
Target sequence (Q00987 whole entry, looked up): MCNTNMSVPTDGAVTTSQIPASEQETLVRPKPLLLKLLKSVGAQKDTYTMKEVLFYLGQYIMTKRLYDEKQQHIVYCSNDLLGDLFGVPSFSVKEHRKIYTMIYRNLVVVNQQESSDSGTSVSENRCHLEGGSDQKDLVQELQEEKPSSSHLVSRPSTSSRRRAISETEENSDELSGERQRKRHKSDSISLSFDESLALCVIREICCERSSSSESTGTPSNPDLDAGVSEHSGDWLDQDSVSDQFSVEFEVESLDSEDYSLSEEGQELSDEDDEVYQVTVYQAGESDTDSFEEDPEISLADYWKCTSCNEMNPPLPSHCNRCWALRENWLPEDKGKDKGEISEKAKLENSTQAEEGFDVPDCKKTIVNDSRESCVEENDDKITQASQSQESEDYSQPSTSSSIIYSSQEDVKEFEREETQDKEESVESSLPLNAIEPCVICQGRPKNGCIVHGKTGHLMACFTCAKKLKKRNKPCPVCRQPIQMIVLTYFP
tim23-1 inh = growth inhibitors of tim23-1 mutant yeast, primary screen, luminescence, uHTS; S. cerevisiae tim23-1 growth, BacTiter-Glo luminescence, 24 h; inhibition, % at 20 µM; 330,000 tested, 1.3% active;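 active = growth inhibition of the mutant yeast at or above 50%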;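 note: temperature-sensitive mutant grown at 25 °C; plate controls were DMSO-treated mutant yeast for no effect and medium wells lacking yeast for full effect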
XBP1 UPR activ = activators of adaptive XBP1 UPR arm, primary screen, cell-based, CHO-XBP1 luciferase reporter, luminescence, uHTS. IRE1-XBP1 UPR activation; percent of tunicamycin response, DMSO as zero. activation, % at 20 µM. 330,000 tested, 0.33% active;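 active = versus positive control, 20 µM dose yields 30% or more activation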;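 note: 100% = tunicamycin at 10 µg/mL and 0% = DMSO only wells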
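incubation = overnight seeding at 37 °C, 6 h compound treatment at 37 °C | assay system = CHO-XBP1 cells stably carrying IRE1-XBP1-driven luciferase reporter | input = 1000 cells per well | detection = luciferase luminescence | dosing = single point, 20 µM final compound, 1% DMSO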
697 NFkB inh = inhibitors of PMA/ionomycin-induced NF-kB reporter, 697 cells, primary screen, B-cell NF-kB inhibitor project, cell-based, luminescence, uHTS; 330,000 tested, 0.33% active; 697 B-cell NF-kB luciferase reporter, 16 h; inhibition, % at 4 µM; AID 435022, 2010; in the data active = inhibition above about 35%
TIM10 inh = growth inhibitors of isogenic TIM10 control yeast, primary screen, counter-screen for tim10-1 yeast inhibitor project, luminescence, uHTS; S. cerevisiae TIM10 strain growth, BacTiter-Glo luminescence, 24 h; inhibition, % at 10 µM; 330,000 tested, 1.4% active; AID 463195, 2010;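 active = inhibition of 40% or more at the single tested concentration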;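 note: wild-type TIM10 isogenic control strain grown at permissive 25 °C; 0% = DMSO yeast wells and 100% = minimal medium wells without yeast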
* marks the source's active call; other numbers are inactive results.

SMILES	tim10-1 inh	CHOP UPR activ	Jurkat NFkB inh	Mdm2-MdmX inh	tim23-1 inh	XBP1 UPR activ	697 NFkB inh	TIM10 inh
COCC1CCN(C(=O)CCc2nnc(C3(c4ccc(Cl)cc4)CCC3)o2)CC1	12	2.9	-22	0	2	-4	-64	-2
CCOC(=O)c1cnc(-c2ccccc2O)nc1Cl	3	-0.8	-9	9	13	-3	-10	-8
O=C(NCc1ccco1)C1Cc2ccccc2CN1C(=O)c1ccco1 (stereo not drawn)	7	0.7	-3	19	-12	-1	-15	9
Cc1ccc(S(=O)(=O)NCCC(=O)N2CC(C)OC(C)C2)cc1 (stereo not drawn)	13	0.9	-14	-2	-9	-2	3	6
O=C1OC(Nc2ccc(F)cc2F)c2ccccc21 (stereo not drawn)	9	-0.1	-2	20	-2	1	14	3
COC(=O)CNC(=O)CSc1nc2c(sc(=S)n2-c2ccccc2)c(=O)[nH]1	-3	-0.6	4	17	5	-5	6	9
O=C1c2cccnc2-c2ncccc21	7	-3.7	5	12	12	-1	10	-4
CC1CC(C)CN(CCCNC(=O)Cc2c(C(=O)O)[nH]c3ccccc23)C1 (stereo not drawn)	8	-1.0	4	9	7	-1	11	-5
O=C(N/N=C/c1ccc(Cl)cc1Cl)c1n[nH]c2c1CCCC2	9	8.1	16	-57	1	5	-127	-21
O=C(CSc1nn(-c2ccccc2)c(=S)s1)NC(=O)NCc1ccco1	16	-0.1	-7	17	-1	-2	17	-12
Cc1cc([N+](=O)[O-])ccc1NC(=O)c1ccco1	4	1.9	2	10	0	0	19	3
CC(=O)Nc1ccc(SCC(=O)Nc2cc(C)on2)cc1	9	0.7	-3	0	8	-2	2	-1
O=C(COC(=O)c1ccc(Cl)s1)c1cc2ccccc2o1	18	2.1	-4	26	24	1	14	23
CCOC(=O)c1c(C)[nH]c(C)c1S(=O)(=O)NCC(=O)Nc1ccccn1	-2	0.9	-9	11	24	-8	-12	5
Cc1cc(C)n2nc(SCCC(=O)NCc3ccccc3)nc2n1	4	-2.8	13	16	-4	1	18	-9

Single records, as listed above.
O=C1OC(Nc2ccc(F)cc2F)c2ccccc21 (stereo not drawn) as listed: tim10-1 inh: 9; CHOP UPR activ: -0.1; Jurkat NFkB inh: -2; Mdm2-MdmX inh: 20; tim23-1 inh: -2; XBP1 UPR activ: 1; 697 NFkB inh: 14; TIM10 inh: 3
Cc1cc(C)n2nc(SCCC(=O)NCc3ccccc3)nc2n1 as listed: tim10-1 inh: 4; CHOP UPR activ: -2.8; Jurkat NFkB inh: 13; Mdm2-MdmX inh: 16; tim23-1 inh: -4; XBP1 UPR activ: 1; 697 NFkB inh: 18; TIM10 inh: -9

Next part
SMILES	tim10-1 inh	CHOP UPR activ	Jurkat NFkB inh	Mdm2-MdmX inh	tim23-1 inh	XBP1 UPR activ	697 NFkB inh	TIM10 inh
COc1cc(C(=O)OCC(=O)Nc2ccc(N3CCOCC3)cc2)ccc1OCC(C)C	-5	0.9	16	14	-4	-2	10	-21
Cc1ccc(OCC(=O)NC(=S)Nc2ccc(Br)cn2)cc1	9	0.5	6	-20	13	0	-16	18
CN(C)c1ccc(C(C(=O)NCc2ccccc2)N(Cc2cccnc2)C(=O)c2snc(C(N)=O)c2N)cc1 (stereo not drawn)	17	-0.3	13	37	14	5	3	-9
O=C(CSc1nc(Nc2ccccc2)nc(N2CCOCC2)n1)Nc1cc(Cl)ccc1O	0	2.4	27	82*	10	5	-4	12
Cc1cccc(N=C2NN=C(c3c[nH]c4ccccc34)CS2)c1	6	3.7	-16	-21	-3	4	-9	9
O=C1/C(=C/N(C(=O)c2ccco2)c2ccc(Br)cc2)Sc2ccccc21	1	-2.5	-57	-9	11	-6	-136	29
CN(CC(=O)Nc1cccc([N+](=O)[O-])c1)S(=O)(=O)c1ccccc1	2	7.7	-6	-14	15	1	4	7
C=CCNC(=S)NCC=C	-4	-0.2	6	-29	-3	-2	15	-11
CSc1ccc(S(=O)(=O)N2CCC(C(=O)N3CCOCC3)CC2)cc1	-12	-1.9	5	3	5	-2	11	4
CCN(CC)S(=O)(=O)c1cccc(-c2n[nH]c(=S)n2/N=C/c2ccc(C(=O)OC)cc2)c1	8	4.7	25	-23	30	2	-110	28
Cc1cc(C)nc(Nc2ccc(N3CCOCC3)cc2)n1	-1	0.5	-21	12	-7	3	3	-14
COc1cc(/C=C/C(=O)O)cc(S(=O)(=O)Nc2ccc(S(=O)(=O)N3CCCCC3)cc2)c1OC	4	0.8	-2	-6	21	-4	7	2
CC1/C(=N/O)C(CN(C)C)C2CC1C2(C)C (stereo not drawn)	18	-0.6	-8	16	6	0	2	6
Cc1ccccc1OCC(=O)Nc1ccc2c(c1)Cc1ccccc1-2	-2	-0.6	17	-36	-3	2	-9	-1
CN(Cc1ccccc1)c1ncc(C=O)s1	1	1.6	-1	-13	10	-1	20	-16
S=C(NCCCc1ccccc1)NC1CCCCC1	37	2.0	-22	-17	38	-3	-85	21
CSc1ccc(/C=C/C(=O)OCC(=O)c2ccc[nH]2)cc1	0	2.8	-21	-9	7	1	-7	6
COc1ccc2c(c1)-c1nc(/N=C/c3ccccc3O)sc1CC2	40	-0.2	1	4	18	-3	-3	22
Cc1nn(CC(=O)NCc2ccccc2)c(C)c1[N+](=O)[O-]	-5	-2.2	-3	2	9	3	-22	-9
N/C(=N\OC(=O)CCCOc1ccccc1)c1ccc(Br)cc1	21	-0.6	2	18	17	0	6	7
Cc1nnc(SCC(=O)NCC2CCCO2)n1-c1ccccc1 (stereo not drawn)	4	2.3	-4	17	10	-1	19	-6
O=C(O)c1cccc(S(=O)(=O)N(Cc2ccccc2)c2ccccc2)c1	2	-1.4	1	20	-10	-5	24	-7
Cc1ccc(NC(=O)CSCc2cc(=O)n3ccsc3n2)cc1	10	3.9	3	28	6	-2	13	4
COC(=O)c1cc(NS(=O)(=O)c2ccc(NC(C)=O)cc2)ccc1Cl	9	-0.9	5	24	-12	0	3	-1
COc1ccc(CN(C)c2ncnc3sccc23)c(OC)c1OC	16	0.9	41	32	6	-4	-68	-13
O=c1oc2cc(Oc3c([N+](=O)[O-])cc(C(F)(F)F)cc3[N+](=O)[O-])ccc2c2c1CCCC2	72*	54*	-5	67*	76*	0	-2	69*
COc1ccc(-n2nc(C(=O)N3CCC(N4CCCCC4)CC3)c3c4ccccc4n(C)c3c2=O)cc1	-3	1.1	-10	0	-15	1	-3	12
COc1ccccc1CC(=O)c1ccc(OCc2ccccc2)cc1	-8	2.7	-6	-4	15	-2	-15	0
Cc1ccc(S(=O)(=O)N(C)CC(=O)Nc2ncccc2C)cc1	0	2.2	1	22	-3	-3	-2	3
CCOC(=O)c1c(C)n(C)c2ccc(OC)c(NC(=O)CN3CCN(C4CCCCC4)CC3)c12	9	-2.9	-1	-24	4	-3	10	3
Cc1cccc(NC(=S)N2N=CCC2c2ccccc2)c1 (stereo not drawn)	30	5.7	-24	-3	28	2	-8	34
CCOc1ncccc1C(=O)OCC(=O)c1c[nH]c2ccccc12	1	0.9	4	5	21	4	11	4
CCN1C(=O)[C@@H]2[C@@H](c3ccc(SC4CCCCC4)cc3)N3CCC[C@@]3(C(=O)OC)[C@@H]2C1=O	12	-0.6	-2	24	24	-3	-4	3
COc1ccc2c(c1OC)C(=O)OC2N1C(=O)CC[C@H]1C(=O)NCC1CCCO1 (stereo partly drawn)	-3	-0.3	-3	3	-8	-4	17	-5
Cc1ccc(C(C)NC(=O)c2ccncc2)cc1C (stereo not drawn)	8	-1.1	-1	9	-15	-1	15	2
O=C(NCc1cccs1)C1CCN(S(=O)(=O)c2ccccc2F)CC1	6	-0.2	-4	-2	20	-1	18	-4
CCc1ccccc1NC(=O)COc1cccc2ccc(C)nc12	12	1.8	7	-30	23	1	0	19
O=[N+]([O-])c1ccc(N/N=C2\CC3CC=CC23)cc1 (stereo not drawn)	8	4.4	-9	-42	24	4	-14	10
CN(C)S(=O)(=O)Oc1cccc(C(=O)Nc2ccccc2Cl)c1	36	8.6	-50	-33	24	2	-12	14
CCCCn1c(N)c(N(Cc2ccccc2OC)C(=O)CSCC(=O)Nc2cccc(C)c2)c(=O)[nH]c1=O	8	-1.0	17	-25	11	-3	-12	16
Cc1cccc(CCNS(=O)(=O)c2ccc(S(=O)(=O)N3CCC(C)CC3)cc2)c1	14	-2.2	-12	14	-18	6	-5	-5
CC(NC(=O)C(C)N1CCN(Cc2ccccc2)CC1)c1ccc(F)cc1 (stereo not drawn)	-27	1.8	13	10	-5	-3	6	3
CO/N=C/CC(=O)c1ccc(-c2ccccc2)cc1	25	1.0	-19	0	39	0	-5	24
CCOc1cccc(OCCCCN2CCCCC2)c1	-3	-0.7	-16	-17	0	3	-1	-11
COc1cc2c3c(c1)/C(=C1/SC(=S)NC1=O)C(=O)N3C(C)(C)C=C2C	29	-1.4	5	15	22	2	-6	22
O=C(CNC(=S)N(Cc1ccccc1F)C1CCCCC1)NCCCN1CCOCC1	17	-0.5	-27	10	5	-1	6	-33
Nc1ccc2nc(SCC(=O)Nc3ccc(N4CCOCC4)c(Cl)c3)sc2c1	9	1.7	-25	-21	3	-1	-106	11
Cc1cc(C)n(C(=O)c2ccc(Cn3nc(C)c(Br)c3C)o2)n1	32	-3.2	-11	9	31	5	9	24
COCCn1c(C)cc(C(=O)COC(=O)c2[nH]c(C)c(C(C)=O)c2C)c1C	36	-2.1	12	25	10	-2	-17	19
CCC(Cc1ccccc1)NC(=O)C1CCN(S(=O)(=O)c2ccc3c(c2)CC(C)N3C(C)=O)CC1 (stereo not drawn)	10	-1.1	7	5	1	-3	3	3
COC(=O)[C@]1(C)CCC[C@@]2(C)C3CC[C@@]4(C)C[C@]3(CCC21)CC(=O)N4C (stereo partly drawn)	18	0.1	1	7	43	0	-10	11
COC(=O)c1ccccc1S(=O)(=O)N(Cc1cc2ccc(OC)cc2[nH]c1=O)CC1CCCO1 (stereo not drawn)	18	-0.2	7	19	12	-1	-5	-1
CCCCCCCN=CC1=C(O)CC(c2ccccc2)CC1=O (stereo not drawn)	11	5.6	-2	-18	18	-1	-9	-4
COCCN1CC(=O)N2C(c3cccc(OC)c3)c3[nH]c4ccccc4c3C[C@H]2C1=O (stereo partly drawn)	33	2.4	-15	22	19	0	3	11
COc1ccc(CN2C(=O)C(C)=C(C)C2OC)cc1 (stereo not drawn)	8	0.5	-11	17	17	-6	-22	8
O=C(O)c1cc(O)ccc1-c1ccc(O)cc1	14	-3.4	0	12	3	-1	21	-5
COc1ccc(C(=O)Nc2cnn(Cc3ccc(Cl)cc3)c2)cc1OC	30	1.6	-5	5	19	-3	-12	-5
COc1ccc(CN2CCCC(N3CCN(c4ccc(OC)cc4)CC3)C2)cc1 (stereo not drawn)	-9	1.6	7	5	-15	0	-6	-6

Compounds as they come. About 6.6% of those tested had a hit in this group.
